GLS inhibitor – blocks human kidney-isoform glutaminase activity. 410,000 tested, 0.21% active. GLS enzymatic activity, qHTS titration. O94925. Potency, µM (highest dose often 45.5 µM), without a hit: at the highest dose activity change, negative = inhibition, usual class: inhibitors; note: potency is the fitted concentration of half-maximal effect; % is set by controls: 0 for no effect and ±100 for the full control effect
Target sequence (O94925 whole entry, looked up, canonical isoform): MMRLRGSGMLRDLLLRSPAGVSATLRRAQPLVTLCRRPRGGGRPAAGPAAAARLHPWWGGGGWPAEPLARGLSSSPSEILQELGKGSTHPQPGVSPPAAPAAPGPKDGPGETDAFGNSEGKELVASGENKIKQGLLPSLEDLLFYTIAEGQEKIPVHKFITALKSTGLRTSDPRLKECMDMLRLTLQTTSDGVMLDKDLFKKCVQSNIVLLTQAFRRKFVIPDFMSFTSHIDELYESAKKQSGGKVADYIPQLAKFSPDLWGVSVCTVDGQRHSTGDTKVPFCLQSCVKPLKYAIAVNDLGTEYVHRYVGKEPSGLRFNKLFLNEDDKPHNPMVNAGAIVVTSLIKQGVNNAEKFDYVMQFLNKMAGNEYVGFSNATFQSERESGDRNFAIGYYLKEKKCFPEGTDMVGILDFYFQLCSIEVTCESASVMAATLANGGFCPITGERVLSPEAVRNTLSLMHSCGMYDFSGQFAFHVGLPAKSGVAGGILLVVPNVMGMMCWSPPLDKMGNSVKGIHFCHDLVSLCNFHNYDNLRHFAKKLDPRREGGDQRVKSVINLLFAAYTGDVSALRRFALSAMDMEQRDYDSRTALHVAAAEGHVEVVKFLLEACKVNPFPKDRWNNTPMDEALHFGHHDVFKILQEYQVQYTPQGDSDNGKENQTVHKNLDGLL
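hKGA; 45 mM KH2PO4 pH 8.2 + 0.02% Tween-20; cpd via pin tool; 1 mM Gln soln; GluOx/HRP/Amplex Red; RT 30 min; fluor. t0 & final.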
JMJD2A Tudor – blocks the human JMJD2A Tudor domain. AlphaScreen JMJD2A-Tudor / H3K4me3 peptide binding. AID 504339. Potency, µM (titrated, usually from 114 µM), for the others: at the highest dose activity change, negative = inhibition, actives largely listed as inhibitors. 390,000 tested, 4.4% active; note: potency is the fitted concentration of half-maximal effect; % is set by controls: 0 for no effect and ±100 for the full control effect; nearly all actives have a fitted effect of over 50% in size
12-LOX inh – ALOX12 (human) lipoxygenase inhibition; Potency, µM (series often up to 108 µM), for inactives: top-dose activity change, negative = inhibition, usual class: inhibitors; AID 1671190; 580,000 tested, 1.1% active; purified 12hLO, xylenol orange hydroperoxide absorbance; note: potency is the fitted concentration of half-maximal effect; % is set by controls: 0 for no effect and ±100 for the full control effect
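Hydroperoxide product was detected by ferrous iron/xylenol orange as the 573 to 405 nm absorbance ratio. Arachidonic acid at 40 uM (final) was turned over for 30 min at room temperature by 150 nM human 12hLO, pH 7.0 Hepes buffer, after 15 min compound preincubation.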
BAZ2B inh – BAZ2B (human) inhibition | AlphaScreen BAZ2B-H3K14Ac peptide displacement | Potency, µM (series often up to 114 µM), for inactives: at the highest dose activity change, negative = inhibition, actives largely listed as inhibitors | AID 504333 | 360,000 tested, 4.4% active | Q9UIF8; note: potency is the fitted concentration of half-maximal effect; % is set by controls: 0 for no effect and ±100 for the full control effect; nearly all actives have a fitted effect of over 60% in size
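Multi-concentration screen (max 110 uM) measuring displacement of acetylated histone H3 peptide from BAZ2B by AlphaScreen, using 50 nM protein, 50 nM peptide and 10 ug/mL streptavidin donor plus Ni-chelate acceptor beads.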
ERG Ets-DNA blk – inhibitors of human ERG Ets domain-DNA interaction | fluorescence polarization, His-ERG Ets domain / labelled DNA | Potency, µM (doses to about 76.9 µM), for the others: at the top dose FP activity, negative = inhibition, actives largely listed as inhibitors | AID 624246 | 370,000 tested, 0.028% active; active = well fitted inhibition curve with a large enough effect in the polarisation, with a control signal flat; inconclusive = small, poorly fitted or top-dose-only effect, or effect the other way, or a change in a side signal; inactive = no such curve, though single readings can be large or run the other way; the % refers to the polarisation;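 note: polarization taken with two DNA probes labelled with fluorescein and Texas red; potency is the fitted concentration of half-maximal effect; % of control where 0% means no effect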
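His-tagged ERG Ets domain (1 uM in the protein solution; 300mM KCl, 50mM Tris-HCl, 1mM EDTA, 1mM DTT, pH 7.5) received compound, then a probe mix of 5 nM fluorescein-DNA and 100nM Texas-615-DNA. Fluorescence polarization was read for both dyes.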
RGS4 inh – blocks human RGS4-accelerated GTP hydrolysis | Transcreener GDP fluorescence polarization, RGS4-accelerated GTP hydrolysis | Potency, µM (doses to about 114 µM), without a hit: at the highest dose activity change, negative = inhibition, most hits filed as inhibitors | 390,000 tested, 0.039% active | AID 504845; note: potency is the fitted concentration of half-maximal effect; % is set by controls: 0 for no effect and ±100 for the full control effect; nearly all actives have a fitted effect of over 75% in size; some results filed as inactive show a strong effect at the top dose
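MLSMR compounds (23 nl, pin-transferred) preincubated 10 min at room temperature with a 500nM (2x) first reagent, then RGS4 at 900nM (2x) plus Transcreener GDP mix added; fluorescence polarization (620/688 nm) read before and after 90 min at 30 °C.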
PI4K2A block – inhibitors of human PI4K2A | Q9BTU6 | purified PI4K2A, ADP-Glo luminescence, 1 h; active compounds read low | activity change, negative = inhibition, % at 76.9 µM | 420,000 tested, 0.13% active; in the data active = activity change below about -50%; inconclusive = mostly about -30% to -49%;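 note: -100% = wells without enzyme as full effect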
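ADP-Glo luminescence measured ADP generated by PI4K2A enzyme (4 ug/mL before mixing) with 1.2 mM PI substrate (pre-mix) and 300 microM ATP (pre-mix). Tris pH7.5 buffer with MgCl2, Triton X-100; 1 h reaction at ambient temperature.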
G9a block – blocks human histone lysine methyltransferase G9a. G9a H3K9 monomethylation, AlphaScreen, 2 h. Potency, µM (series often up to 102 µM), for the others: top-dose activity, negative = inhibition, hits mostly inhibitors. 350,000 tested, 8.8% active. Q96KQ7; note: potency is the fitted concentration of half-maximal effect; % is set by controls: 0 for no effect and ±100 for the full control effect; nearly all actives have a fitted effect of over 75% in size
Target sequence (Q96KQ7 913-1193 limits assumed): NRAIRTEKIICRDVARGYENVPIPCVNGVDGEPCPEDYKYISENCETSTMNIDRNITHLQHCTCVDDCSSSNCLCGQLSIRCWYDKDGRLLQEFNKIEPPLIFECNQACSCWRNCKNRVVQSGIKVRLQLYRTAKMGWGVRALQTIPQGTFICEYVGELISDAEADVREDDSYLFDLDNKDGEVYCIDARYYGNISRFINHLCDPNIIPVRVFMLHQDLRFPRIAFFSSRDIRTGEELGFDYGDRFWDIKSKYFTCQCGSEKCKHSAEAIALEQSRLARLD
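Methyltransferase reactions run at room temperature for 2 h (20 nM enzyme, 500 nM biotin-H3K9 peptide, 20 uM SAM) after a 15 min compound preincubation; product detected by AlphaScreen beads and anti-H3K9me1 antibody.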
HP1b chromo inh – inhibitors of HP1-beta chromodomain binding to methylated histone tails; Potency, µM (top dose mostly 114 µM), for inactives: top-dose activity change, negative = inhibition, most hits filed as inhibitors; 390,000 tested, 0.56% active; AID 540317; AlphaScreen HP1-beta / biotin-H3K9me3 peptide binding; P83916; note: potency is the fitted concentration of half-maximal effect; nearly all actives have a fitted effect of over 70% in size; inactives centre near 23
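AlphaScreen: HP1-beta (50 nM) preformed 30 min with biotin-H3(1-18)K9me3 peptide (50 nM) in PBS pH 7.4, 0.01% Tween-20. Compound added for 30 min at RT, then streptavidin donor/nickel chelate acceptor beads (10 ug/mL) for 30 min.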
The depositor's hits bear a star; ? = inconclusive; . = not tested or not shown; [ ] = dose if it differs, or a comment. Unless noted, calls come from the whole dose curve; as a rule, active = well fitted curve in the direction sought with a large enough effect; inconclusive = small, poorly fitted or top-dose-only effect, or another doubt; inactive = no such curve, though single readings can be large; an effect the other way counts as inactive or inconclusive. Some of the compounds tested; rates above refer to the full screens.

Molecule,G9a block,JMJD2A Tudor,12-LOX inh,PI4K2A block,RGS4 inh,BAZ2B inh,ERG Ets-DNA blk,HP1b chromo inh,GLS inhibitor
N#C/C(=C(/O)COC(=O)Cc1c[nH]c2ccccc12)c1nc2ccccc2[nH]1,-44.9%,-16.2%,-1.4%,-1.4,16.4%,-33.4%,14.8%,28.5%,25.8%
Cc1cc2c(cc1S(=O)(=O)N1CCN(c3cccc(C(F)(F)F)c3)CC1)OCC(=O)N2,.,?,-23.8%,3.5,-64.8%[56.9 µM],?,-1.5%,18.3%,21.4%
CCC(C)NC(=O)Nc1ccc2c(c1)N(C)C(=O)c1ccccc1S2 (stereo not drawn),-3.5%,-15.6%,0.0%,0.5,12.3%,2.4%,-4.6%,12.1%,-2.4%
COc1cccc(CN(C)C(=O)c2ccccc2Sc2ccccc2C#N)c1,.,0.0%,2.8%,-2.2,-10.6%,?,-2.4%,34.9%,6.4%
COc1ccc(CC(=O)NCCc2ccc(S(N)(=O)=O)cc2)cc1,-3.2%,-4.9%,?,0.5,-7.8%,?,-3.1%,23.6%,14.1%
CCc1cccc(NC(=O)C2CCCN(c3ncnc4c3nc3n4CCCCC3)C2)c1 (stereo not drawn),.,-24.8%,-7.6%,-3.5,51.2%,?,-0.5%,22.2%,5.1%
O=C(O)C1CC(=O)N(c2ccc(OCc3c(F)cccc3Cl)cc2)C1 (stereo not drawn),?,-17.4%,436.4%[activator],-12.6,-9.7%,-12.8%,2.8%,20.3%,13.5%
CC(C)(C)NS(=O)(=O)c1ccc(N2C(=O)c3ccccc3C2=O)cc1,-2.6%[12.7 µM],-6.3%,1.2%,0.7,10.5%,7.1%,-1.4%,17.7%,.
CC1CCC2(CC1)NC(=O)N(CC(=O)Nc1ccc(N3CCOCC3)cc1)C2=O (stereo not drawn),?,-21.0%,-17.9%,-1.2,-29.1%,-8.8%,5.2%,13.4%,6.1%
Cc1ccc(CNC(=S)Nc2cc(C)ccc2OC(F)F)cc1,8.1%,-7.8%,?,1.3,7.6%,-12.4%,-9.3%,41.1%[activator],9.9%

(continued)
Molecule,G9a block,JMJD2A Tudor,12-LOX inh,PI4K2A block,RGS4 inh,BAZ2B inh,ERG Ets-DNA blk,HP1b chromo inh,GLS inhibitor
O=C(CN1C(=O)COc2ccc(S(=O)(=O)N3CCCCCC3)cc21)N1CCN(c2cccc(Cl)c2)CC1,-40.2%[59 µM],-26.2%,0.0%,0.8,-0.8%,-18.6%,-1.7%,15.4%,-8.1%
CC1(C)Cc2c(C#N)c(N3CCN(C(=O)c4ccco4)CC3)nc(Cc3ccccc3)c2CO1,?,-23.7%,?,2.7,-45.1%,-35.7%,-2.2%,1.2%,-0.3%
CCCOc1cccc(C(=O)N(Cc2ccco2)C2CCS(=O)(=O)C2)c1 (stereo not drawn),4.8%[59 µM],-10.6%,0.0%,6.1,10.4%,-8.1%,-1.7%,6.9%,1.0%
CCOc1cc(C(=O)Nc2cccc3ncccc23)cc(OCC)c1OCC,22.8%[12.7 µM],-6.0%,6.4%,-6.3,23.8%,6.3%,-2.4%,15.4%,8.5%
Cc1ccc(Sc2ccc([N+](=O)[O-])cc2[N+](=O)[O-])nc1,-23.2%[59 µM],?,-4.7%,12.8,-31.3%,44.7µM*,-4.0%,-13.6%,12.0%
CC(OC(=O)c1cnccn1)C(=O)c1ccccc1 (stereo not drawn),-0.9%,-5.5%,-4.8%,-4.4,5.1%,7.4%,-1.4%,17.9%,0.9%
O=C1NC(=O)C2(CCC(C(=O)O)C2)N1 (stereo not drawn),21.1%[59 µM],-2.5%,28.2%,-0.4,-15.1%,-4.2%,-4.6%,22.1%,8.2%
O=C(Nc1ccccc1)c1ccc(Cl)c(S(=O)(=O)Nc2ccccc2)c1,10.8%[59 µM],-13.8%,-6.5%,0.5,-17.1%,-24.5%,2.1%,23.7%,3.1%
O=C(CSc1nc2scc(-c3ccccc3)c2c(=O)[nH]1)Nc1ccccc1,.,-25.0%,?,-3.3,-46.3%,-0.2%,8.7%,32.0%,0.7%
CC1CCCN(S(=O)(=O)c2ccc(NC(=O)Cn3nnc(-c4ccccc4F)n3)cc2)C1 (stereo not drawn),9.6%[12.7 µM],-27.6%,8.3%,5.5,-10.5%,9.5%,-3.5%,24.5%,-0.5%

Single entries from above.
Under HP1b chromo inh, CC1(C)Cc2c(C#N)c(N3CCN(C(=O)c4ccco4)CC3)nc(Cc3ccccc3)c2CO1 is entered as 1.2%
Under HP1b chromo inh, O=C1NC(=O)C2(CCC(C(=O)O)C2)N1 (stereo not drawn) is entered as 22.1%

Going on with the list:
Molecule,G9a block,JMJD2A Tudor,12-LOX inh,PI4K2A block,RGS4 inh,BAZ2B inh,ERG Ets-DNA blk,HP1b chromo inh,GLS inhibitor
CC(C)(C)n1nc2c(c1NC(=O)c1ccc(S(=O)(=O)N3CCCCC3)cc1)CS(=O)C2 (stereo not drawn),29.5%[12.7 µM],4.3%,0.0%[57.4 µM],2.5,-5.3%,-1.9%,2.2%,42.5%[activator],-4.4%
O=C(O)C1=C[C@@H](c2ccc(Br)cc2)C[C@@H](OCc2ccc(CO)cc2)O1,-17.5%[59 µM],-18.3%,?,-3.5,20.0%,-4.7%,-1.3%,18.9%,17.3%
COC(=O)Nc1ccc(S(=O)(=O)N2CCCCC2C(=O)O)cc1 (stereo not drawn),-9.7%,-0.7%,-2.7%,4.6,11.7%,-29.6%,5.9%,44.8%[activator],-1.2%
C#CCOn1c(-n2nc(C)cc2C)nc2ccccc2c1=O,30.3%[0.501 µM],-20.5%,-20.5%,-0.6,-11.3%,-4.6%,-2.9%,-13.8%,-1.7%
COc1ccc(N(CC(=O)NC2CCS(=O)(=O)C2)S(=O)(=O)c2ccc(Cl)c(Cl)c2)cc1 (stereo not drawn),50.1µM*,-13.3%,-1.2%,-2.7,10.1%,13.7%,14.8%,7.4%,2.5%
O=C(N/N=C/c1ccco1)c1cccc(NC(=O)c2ccccc2Cl)c1,-40.6%,-3.4%,0.0%,-6.8,-11.4%,-18.9%,-10.1%,24.9%,-8.1%
Cc1ccc(C(=O)N2CCCC(CCC(=O)N3CCN(c4ccccn4)CC3)C2)s1 (stereo not drawn),-6.3%,-11.0%,-1.5%,9.4,13.3%,2.1%,-3.9%,32.1%,-0.5%
Fc1ccc(NC(=S)NCCc2ccc(Cl)cc2)cc1,25.2%[59 µM],-9.2%,-25.0%,1.3,8.1%,-14.4%,-4.3%,26.6%,11.4%
COc1ccc(CNC(=O)C2=C(C)C(=O)OC23CCC(C)CC3)cc1 (stereo not drawn),-14.0%,-18.4%,?,0.6,8.4%,41.9%[activator],2.6%,26.8%,-11.4%
Cc1ccccc1CNC(=O)C(=O)NCC(c1ccco1)S(=O)(=O)c1ccccc1 (stereo not drawn),-12.6%[59 µM],-14.0%,-20.5%,-2.5,-0.6%,-4.8%,0.2%,6.5%,-1.6%

(listing goes on)
Molecule,G9a block,JMJD2A Tudor,12-LOX inh,PI4K2A block,RGS4 inh,BAZ2B inh,ERG Ets-DNA blk,HP1b chromo inh,GLS inhibitor
CCOC(=O)c1c(-c2ccccc2)csc1NC(=O)c1cc(=O)c2ccc(C)cc2o1,4.3%[59 µM],-13.2%,-16.0%,4.1,-4.9%,-3.3%,0.3%,33.2%,-15.1%
COc1ccc(OCC(=O)Nc2ccc(N3CCC(C)CC3)cc2)cc1,?,-14.1%,0.9%,-0.1,16.8%,-9.4%,-3.7%,16.7%,32.8%[activator]
COc1ccccc1-n1c(SCC(=O)O)nc2c(sc(=S)n2-c2ccccc2C)c1=O,5.3%,-4.0%,-10.7%,-1.8,55.9%[activator],-0.5%,17.6%,26.3%,23.0%
CCOc1ccc(C2/C(=C(/O)c3ccc4c(c3)CC(C)O4)C(=O)C(=O)N2CCCn2ccnc2)cc1 (stereo not drawn),.,-35.2%,-2.2%,1.5,-10.2%,-15.7%,-1.6%,-7.2%,4.7%
CCN1C(=O)/C(=C/C=C2/CCCN2C)OC1=S,-33.2%,1.4%,?,1.8,-28.4%,-26.2%,5.7%,31.5%,-2.5%
O=Cc1nc(-c2ccccc2Cl)n2ccccc12,0.8%[59 µM],-6.6%,-23.5%[57.4 µM],-0.2,12.9%,-5.6%,.,11.6%,1.2%
O=C(CCNC(=O)c1ccccc1Cl)NCc1cccnc1,-11.8%[2.33 µM],-2.8%,-17.2%,0.7,35.6%,8.8%,-18.1%,14.6%,1.2%
CC(C)Cn1nc(NC(=O)C2CCCO2)c2cc3ccccc3nc21 (stereo not drawn),71.5%[activator],-15.8%[11.4 µM],0.0%,-4.6,-8.7%[11.4 µM],80.7%[activator],-3.0%,61.3%,-6.3%
COc1cccc(NC(=S)N2CCCC2c2ccc(OC)c(OC)c2)c1 (stereo not drawn),-25.2%,-15.4%,4.0%,3.2,-2.8%,-13.6%,-8.5%,23.6%,-0.9%
CCSC1=N/C(=C\c2ccc(OC)cc2)C(=O)N1,-22.5%[59 µM],-16.6%,?,2.0,2.0%,-9.4%,-11.4%,30.4%,-2.0%
O=C(CSC1=NS(=O)(=O)c2cc(F)ccc2N1)NCCc1ccccc1,-0.7%,-4.1%,2.1%,-1.4,-22.7%,3.4%,9.5%,22.5%,-6.9%
Cc1snc(SCC(=O)c2ccc(Cl)cc2)c1C#N,20µM*,27.3%,?,3.3,?,25.5%,-13.8%,21.0%,6.4%

Screens as filed in PubChem BioAssay.
